# Assay outcomes: PubChem, National Center for Advancing Translational Sciences (NCATS)
# SMN2 splice enh: qHTS Assay for Enhancers of SMN2 Splice Variant Expression; 210,000 compounds, 2.8% hits; HEK293 SMN2-luciferase splicing reporter, luminescence, 30-36 h; Potency, µM (titrated, usually from 46.1 µM), for the others: at the highest dose activity change, positive = activation, hits mostly activators; also: % of control where 0% means no effect; nearly all actives have a fitted effect of over 55% in size
#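 qHTS luciferase splicing reporter: luminescence rises when SMN2 exon 7 is included in transfected HEK293 cells. Compound exposure lasted 30-36 h at 37C, with 4.5 mM final sodium butyrate as control, followed by a ONE-Glo read.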
# KDM4E inh: qHTS Assay for Inhibitors of Human Jumonji Domain Containing 2E (JMJD2E); Lysine-specific demethylase 4E (Homo sapiens), B2RXH2; JMJD2E catalytic domain, FDH-coupled NADH fluorescence (FDH is formaldehyde dehydrogenase); Potency, µM (titrated, usually from 57.1 µM), without a hit: at the top dose activity change, negative = inhibition, usual class: inhibitors; 230,000 compounds, 1.6% hits; active = well fitted inhibition curve with a large enough effect, not every such curve was filed as active; inconclusive = small, poorly fitted or top-dose-only effect, or another doubt; inactive = no such curve, though single readings can be large or run the other way;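 also: 0% = wells with enzyme and -100% = buffer wells without enzyme; nearly all actives have a fitted effect of over 50% in size; many of its hits are not listed in these tables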
# TRb-SRC2 inh: qHTS for Inhibitors of the Interaction of Thyroid Hormone Receptor and Steroid Receptor Coregulator 2; TRbeta-SRC2 peptide binding, fluorescence polarization; receptor liganded with 1 µM T3; Potency, µM (highest dose often 106 µM), for the others: top-dose activity change, negative = inhibition, most hits filed as inhibitors; 280,000 compounds, 0.065% hits;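 also: plate controls were bound peptide for no effect and peptide without receptor for full effect; nearly all actives have a fitted effect of over 50% in size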
#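 Assay buffer: 20 mM Tris-HCl, 100 mM NaCl, 10% glycerol, 1 mM EDTA, 0.01% NP-40, 1 mM DTT, 1 uM T3, 5% DMSO; TRb LBD 0.6 uM, Texas Red SRC2 20 nM; FP after 5 hr.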
# RGS12 GoLoco inh: qHTS Assay for Inhibitors of RGS12 GoLoco Motif Activity (Red Fluorophore); Guanine nucleotide-binding protein G(i) subunit alpha-1 (Homo sapiens), P63096; Gai1:RGS12 GoLoco peptide FP, rhodamine, 10 min; Potency, µM (doses to about 61.6 µM), without a hit: at the top dose activity, negative = inhibition, usual class: inhibitors; 230,000 compounds, 0.44% hits; AID 880, 2007; active = well fitted inhibition curve with a large enough effect, not every such curve was filed as active; inactive = no such curve, though single readings can be large or run the other way; also: % is scaled to controls: 0 for no effect and ±100 for the full control effect; nearly all actives have a fitted effect of over 30% in size; many of its hits are not listed in these tables
# Target sequence (P63096 whole entry, looked up): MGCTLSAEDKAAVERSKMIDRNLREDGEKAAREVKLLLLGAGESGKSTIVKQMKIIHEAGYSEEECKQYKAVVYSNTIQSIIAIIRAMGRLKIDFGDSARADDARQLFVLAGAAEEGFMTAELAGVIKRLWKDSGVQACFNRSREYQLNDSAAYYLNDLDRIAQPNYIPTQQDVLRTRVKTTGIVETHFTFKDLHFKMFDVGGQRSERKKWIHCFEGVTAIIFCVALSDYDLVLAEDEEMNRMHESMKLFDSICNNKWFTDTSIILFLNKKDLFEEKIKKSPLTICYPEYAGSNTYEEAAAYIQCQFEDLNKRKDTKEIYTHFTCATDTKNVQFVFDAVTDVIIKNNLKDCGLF
# TR SRC2 fluor cs: Total Fluorescence Counterscreen for Inhibitors of the Interaction of Thyroid Hormone Receptor and Steroid Receptor Coregulator 2. TRb/SRC2 Texas Red total fluorescence interference. Potency, µM (highest dose often 106 µM), without a hit: at the highest dose fluorescence change, negative = quenching. 280,000 compounds, 0.29% hits. AID 1479, 2009; active = well fitted curve in either direction with a large enough effect; inconclusive = small, poorly fitted or top-dose-only effect; also: % is scaled to controls: 0 for no effect and ±100 for the full control effect
#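 Flags fluorescent or light-absorbing compounds by total fluorescence, S + 2P, at 555 nm excitation and 632 nm emission. Mixture: 20 nM Texas Red SRC2 peptide, 0.6 uM human TRb LBD, 1 uM T3, 5% DMSO; compound exposure 5 h at ambient temperature.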
# ALDH1A1 inh: qHTS Assay for Inhibitors of Aldehyde Dehydrogenase 1 (ALDH1A1) | Purified ALDH1A1, NADH fluorescence, propionaldehyde substrate | Potency, µM (titrated, usually from 75.3 µM), for the others: at the highest dose activity, negative = inhibition, usual class: inhibitors | Aldehyde dehydrogenase 1A1 (Homo sapiens), P00352 | AID 1030, 2008 | 220,000 compounds, 7.3% hits; active = well fitted inhibition curve with a large enough effect, not every such curve was filed as active; inconclusive = small, poorly fitted or top-dose-only effect, or another doubt; inactive = no such curve, though single readings can be large or run the other way;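 also: plate controls were no enzyme wells and a reference inhibitor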
# Target sequence (P00352 whole entry, looked up): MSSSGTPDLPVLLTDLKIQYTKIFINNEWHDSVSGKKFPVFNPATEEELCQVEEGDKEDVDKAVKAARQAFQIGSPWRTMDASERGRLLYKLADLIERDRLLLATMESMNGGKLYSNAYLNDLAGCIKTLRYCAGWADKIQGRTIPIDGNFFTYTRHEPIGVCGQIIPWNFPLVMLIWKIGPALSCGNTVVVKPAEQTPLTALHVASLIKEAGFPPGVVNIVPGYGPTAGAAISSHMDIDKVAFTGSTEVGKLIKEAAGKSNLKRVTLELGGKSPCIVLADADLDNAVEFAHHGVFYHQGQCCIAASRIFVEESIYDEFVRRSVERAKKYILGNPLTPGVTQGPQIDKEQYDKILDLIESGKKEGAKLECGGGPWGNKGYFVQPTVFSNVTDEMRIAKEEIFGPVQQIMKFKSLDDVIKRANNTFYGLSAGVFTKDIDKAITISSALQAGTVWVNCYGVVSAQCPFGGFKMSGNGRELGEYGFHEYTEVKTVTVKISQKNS
# LMNA splice mod: qHTS Assay for Modulators of Lamin A Splicing | HeLa LMNA splicing GFP/RFP minigene ratio, 48 h | Potency, µM (series often up to 46.1 µM), without a hit: top-dose ratio change, negative = inhibition, hits mostly inhibitors | 200,000 compounds, 0.01% hits | AID 1487, 2009; active = well fitted inhibition curve with a large enough effect in the signal ratio, with a control signal flat, not every such curve was filed as active; inconclusive = small, poorly fitted or top-dose-only effect, or effect the other way, or a change in a side signal; the % refers to the signal ratio; also: % is scaled to controls: 0 for no effect and ±100 for the full control effect
#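 Read-out is the ratio of GFP to DsRed2 object intensity, acquired by 488 nm laser-scanning cytometry on HeLa lamin A-EGFP minigene reporter cells. Compound incubation 48 hrs at 37 °C in Opti-MEM with 2% FBS; DMSO 0.5% final.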
# RECQ1 inh: qHTS Assay for Inhibitors of RecQ-Like Dna Helicase 1 (RECQ1) | ATP-dependent DNA helicase Q1 (Homo sapiens), P46063 | RECQ1 DNA unwinding, red fluorescence kinetic read | Potency, µM (highest dose often 57.3 µM), for the others: at the highest dose activity, negative = inhibition, actives largely listed as inhibitors | 240,000 compounds, 0.54% hits;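 also: plate controls were vehicle for no effect and no enzyme for full effect; nearly all actives have a fitted effect of over 30% in size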
#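 50 nM RECQ1T1 preincubated 15 min with compound in Tris pH 8.0 buffer with MgCl2, DTT, Tween-20 and 2.5 ug/ml poly(dI-dC); started with 200 nM TAMRA/BHQ-2 forked duplex and 2 mM ATP. Unwinding read as fluorescence (525/598 nm), two reads 2 h apart.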
# Starred values were filed as active, the others as inactive; i = inactive; ? = inconclusive; / = not tested or not shown; & = joins results of further samples; [ ] = dose if it differs, or a comment. Unless noted, calls follow the shape of the dose curve; as a rule, active = well fitted curve in the direction sought with a large enough effect; inconclusive = small, poorly fitted or top-dose-only effect, or another doubt; inactive = no such curve, though single readings can be large; an effect the other way counts as inactive or inconclusive. Potency is read from the fitted curve at half-maximal effect. A portion of the library; the hit share may differ from the screen's.
Molecule	SMN2 splice enh	KDM4E inh	TR SRC2 fluor cs	TRb-SRC2 inh	LMNA splice mod	RGS12 GoLoco inh	ALDH1A1 inh	RECQ1 inh
Cc1ccc(NC(=S)NCC23C=CC(O2)C2C(=O)N(c4ccc(C)cc4)C(=O)C23)cc1 (stereo not drawn)	13%	10%	3%	-3%	-6%	-19%	1.3µM*	-1%
CCOC(=O)c1c(NC(=O)C(C)Sc2c[nH]c3ccccc23)sc2c1CCC2 (stereo not drawn)	-21%	-3%	-1%	-4%	?	4%	?	?
Cc1cc(C)cc(NC(=O)C(Nc2ccccc2)c2ccccc2)c1 (stereo not drawn)	4%	-4%	0%	1%	-15%	-6%	7%	-20%
CS(=O)(=O)N1N=C(c2ccccc2)CC1c1ccc2nccnc2c1 (stereo not drawn)	-4%	-11%	-3%	3%	?	20%	3%	2%
O=S(=O)(c1ccc2ccccc2c1)N1CCCCC1	-9%	13%	2%	-1%	12%	0%	-3%	-7%
CCCCNC(=O)C1(c2ccc(OC)cc2)CCOCC1	-25%	2%	-1%	0%	-13%	8%	?	-6%
Cc1ccc(C(=O)OC(C(=O)Nc2ccc(Cl)cc2C(F)(F)F)c2ccccc2)cc1 (stereo not drawn)	-6%	12%	-1%	6%	-1%	12%	-5%	-10%
O=C(C1=C[C@@H](c2ccccc2)C[C@@H](OCCCCO)O1)N1CCOCC1	/	0%	-3%	-4%	/	-6%	?	-13%
O/N=C\c1ccc(-c2ccccc2)o1	13µM*	-6%	-1%	-3%	9%	12%	2%	i
COc1ccc(-c2nc3cnc(N4CCNCC4)nc3n(C3CC3)c2=O)cc1	7%	/	/	/	/	5%	?	-7%
CC1CCN(CCCNC(=O)CN2CCN(Cc3ccc(Cl)cc3)C2=O)CC1	-1%	4%	-4%	-6%	-1%	38%[activator]	-2%	-11%
COCCN1C(=O)N[C@@H](CCc2ccccc2)[C@H](C(C)=O)[C@H]1C	-3%[9.22 µM]	1%[11.4 µM]	-5%[11.2 µM]	-3%[11.2 µM]	-9%[9.22 µM]	3%[14.2 µM]	3%[13.5 µM]	1%
CC(C)N(C(=O)c1sc2cc([N+](=O)[O-])ccc2c1Cl)C(C)C	-36%[inhibitor]	-2%	-5%	-3%	2%	7%	?	-11%
CCS(=O)(=O)c1ccc(-c2csc(-c3ccc(Cl)cc3)n2)c(Cl)c1Cl	-6%	?	-7%	-5%	-6%	5%	?	i
Cn1c(SCC(=O)OC2CCCCC2)nnc1-c1ccc(S(=O)(=O)N2CCCC2)cc1	20%	-4%	-2%	7%	-4%	-6%	?	-7%
Cc1cc(CNC(=O)Nc2ccc3c(c2)OCO3)nn1C	-6%	-1%	0%	9%	7%	-5%	10%	-9%

# Exported with values under each structure: 4 of the compounds above
# The line under a structure holds: SMN2 splice enh | KDM4E inh | TR SRC2 fluor cs | TRb-SRC2 inh | LMNA splice mod | RGS12 GoLoco inh | ALDH1A1 inh | RECQ1 inh
- COCCN1C(=O)N[C@@H](CCc2ccccc2)[C@H](C(C)=O)[C@H]1C
  -3%[9.22 µM] | 1%[11.4 µM] | -5%[11.2 µM] | -3%[11.2 µM] | -9%[9.22 µM] | 3%[14.2 µM] | 3%[13.5 µM] | 1%
- CC(C)N(C(=O)c1sc2cc([N+](=O)[O-])ccc2c1Cl)C(C)C
  -36%[inhibitor] | -2% | -5% | -3% | 2% | 7% | ? | -11%
- CCS(=O)(=O)c1ccc(-c2csc(-c3ccc(Cl)cc3)n2)c(Cl)c1Cl
  -6% | ? | -7% | -5% | -6% | 5% | ? | i
- Cn1c(SCC(=O)OC2CCCCC2)nnc1-c1ccc(S(=O)(=O)N2CCCC2)cc1
  20% | -4% | -2% | 7% | -4% | -6% | ? | -7%

# Next section:
Molecule	SMN2 splice enh	KDM4E inh	TR SRC2 fluor cs	TRb-SRC2 inh	LMNA splice mod	RGS12 GoLoco inh	ALDH1A1 inh	RECQ1 inh
O=C(Nc1ccccc1)c1cccnc1N1CCOCC1	0%	-1%	-1%	-14%	9%	-2%	-2%	2%
COc1cccc(/C=C/C(=O)Nc2ccc(N3CCOCC3)cc2)c1OC	/	-8%	-3%	3%	/	-12%	/	i
COc1ccc(C(=O)NCCC2=CCCCC2)cc1[N+](=O)[O-]	-18%	7%	0%	7%	8%[46 µM]	11%	4%	14%
O=C(Nc1ccc(S(=O)(=O)Nc2nccs2)cc1)c1cc(-c2ccccn2)nc2ccccc12	-7%	21%	-1%	-1%	/	7%	?	i
O=C(Nc1ccccc1[N+](=O)[O-])C1=C(O)CCn2c1nc1ccccc12	-14%	3%	-4%	1%	19%	7%	3%	-5%
Cc1sc2nc(CSc3ccc([N+](=O)[O-])c(C(F)(F)F)c3)[nH]c(=O)c2c1C	/	-8%	-1%[53 µM]	2%[53 µM]	?	138%[activator]	8%	-6%
COc1ccc(-c2oc3cc(OC)ccc3c2C(=O)c2ccc(C#N)cc2)cc1	-31%[inhibitor]	1%	-4%	-1%	/	11%	4%	-18%
NC1=NC(c2ccccc2)N=C(Nc2ccccc2)N1 (stereo not drawn)	/	-13%	-2%	-4%	/	6%	11%	0%
CCN(Cc1cc2ccccc2[nH]c1=O)S(=O)(=O)c1ccccc1	-33%[inhibitor]	-20%	-1%	1%	?	-1%	?	-2%
C=C(C(C)=O)C(O)c1ccccc1 (stereo not drawn)	5%	2%	-3%	18%	/	1%	4%	16%
COC(=O)C1C(=O)OC(C)(C)C1C(C)C(=O)c1ccccc1 (stereo not drawn)	0%	9%	-2%	-7%	13%	38%	11%	-13%
COC(=O)CSc1nc2c(c(-c3ccc(C)o3)c1C#N)CCCC2	14%	?	-1%	-6%	5%	3%	?	-7%
Cc1cccc(C(=O)NCCC(=O)Nc2nc(C)c(Cc3ccc4c(c3)OCO4)s2)c1	-28%	-5%	2%	6%	-12%	-3%	21%	6%
O=C(CSc1ccsc1[N+](=O)[O-])NCc1ccccc1	18%	-1%	-2%	-6%	/	14%	3.2µM*	13%
COC(=O)C1=C(C)N(C(C)C)C(=O)C1(NC(C)=O)C(F)(F)F (stereo not drawn)	6%	2%	-3%	-5%	6%	9%	12%	0%
CCOc1ccc(NC(=O)c2sccc2-n2cccc2)cc1	/	-1%	-1%	1%	/	-3%	-9%	i
COc1ccc(NC(=O)N2Cc3ccccc3CC2C(=O)NC(C)(C)C)cc1 (stereo not drawn)	-23%	2%	-1%	4%	2%[0.0737 µM]	10%	2%	-9%
COc1ccccc1NC(=O)COC(=O)C1CC1	26%	2%	0%	7%	/	0%	5%	-2%
N#Cc1c(SCC(=O)OCc2ccccc2)nsc1SCC(=O)OCc1ccccc1	-4%	8%	-2%	-3%	-2%	10%	-5%	-7%
COc1cc2c(cc1OC)C(C(=O)N1CCOCC1)C(c1cccs1)N(C)C2=O (stereo not drawn)	19%	-6%	0%	-5%	-4%	6%	-11%	8%
Cc1ccc(N(C(=O)Cc2cccs2)C(C(=O)NC2CCCCC2)c2ccccn2)cc1C (stereo not drawn)	-5%	8%	-3%	13%	6%	7%	6%	-12%
Oc1ccc(N2CCN(C(c3ccncc3)c3nnnn3C3CCCC3)CC2)cc1 (stereo not drawn)	12%	-25%	1%	0%	-24%	-24%	?	-11%
COc1cc(C2CC(=O)Nc3c2c(=O)nc2c(C)cccn32)cc(OC)c1OC (stereo not drawn)	-37%&0%[inhibitor]	-29%	-2%&2%	7%&1%	3%[46 µM]	-4%	-11%	i
C=CCN1C(=O)c2cccc3c(Br)ccc(c23)C1=O	-19%	-8%	-2%	-10%	/	-2%	?	-1%
CNc1nnc(-c2ccc(N(C)C)cc2)s1	2.8µM*	?	-4%	-8%	-14%	-6%	?	0%
CN1/C(=C\C(=O)COC(=O)c2ccc(O)cc2)C(C)(C)c2ccccc21	/	?	1%	6%	/	86%[activator]	/	-14%
COc1ccc(OC2C(=O)N(CCc3ccc(OC)c(OC)c3)C2c2ccc3c(c2)OCO3)cc1 (stereo not drawn)	-37%[inhibitor]	15%	-4%	-4%	?	-1%	-12%	-7%
COc1cccc2[nH]c3c(N4CCC(C(N)=O)CC4)ncnc3c12	-5%	?	-2%	0%	-7%	12%	?	i
COc1ccc(NC(=O)/C=C/c2ccccc2)cn1	10%[1.84 µM]	-3%	3%	2%	-11%	20%	9%	2%
Cc1ccc(C(c2nnnn2Cc2cccs2)N2CCN(Cc3ccc4c(c3)OCO4)CC2)cc1 (stereo not drawn)	?	-5%	-5%	-10%	5%	1%	10µM*	-9%
CC(=O)O[C@H]1C(=O)[C@@]2(C)[C@H]([C@H](OC(=O)c3ccccc3)[C@]3(O)C[C@H](OC(=O)[C@H](O)C(NC(=O)c4ccccc4)c4ccccc4)C(C)=C1C3(C)C)[C@]1(OC(C)=O)CO[C@@H]1C[C@@H]2O (stereo partly drawn)	/	-22%	-1%	3%	?	2%	/	?
CCCc1nnc(SCC(=O)N2CCOCC2)n1CCCOC	-11%	3%	-1%	-22%	1%	0%	5%	i
O=C(CSc1nnc(NC(=O)C2CC2)s1)Nc1ccc2c(c1)OCCO2	/	-5%	-1%	-4%	?	6%	1%	-10%
